TROY signal inh: inhibitors of TROY-dependent NF-kB signaling; AID 1347056; inhibition, % at 10 µM; 0.98% of 360,000 active; Q293 LMP1-TROYcd NF-kB luciferase reporter, 4 h;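 active = compounds whose plate-normalised and pattern-corrected inhibition of the luciferase reporter signal at the single screening dose is 50% or more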
MITF TRPM1 inh: reduces MITF-dependent TRPM1 promoter luciferase signal. SK-MEL-5 TRPM1 promoter luciferase, 24 h. inhibition, % at 12.5 µM. 0.83% of 330,000 active;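 active = mean inhibition across replicates of 60% or more, whatever share of single replicates reaches that level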; note: values of inactives mirror those of a sister screen read the other way
KKLEB tox: reduces viability of KKLEB cystic fibrosis airway cells. activity change (cytotoxicity), % at 5 µM. KKLEB CF airway cells viability, ATPlite luminescence, overnight; stronger effect = lower value; cells stimulated with P. aeruginosa culture filtrate. 0.36% of 360,000 active;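 active = corrected activity change at or below -50% at 5 µM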
NR2E3 ag-1: activates human NR2E3 receptor | Q9Y5X4 | AID 602229 | inhibition of corepressor binding, % at 3.98 µM | CHO-S Gal4-NCOR/VP16-NR2E3 two-hybrid, luciferase | 0.35% of 360,000 active;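 active = inhibition above the mean of all tested compounds plus 3 SD, cut at about 70% in these data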;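 note: 0% = DMSO with NR2E3 transfected cells and 100% = cells lacking NR2E3 construct; higher means lower luciferase signal from less NR2E3 corepressor binding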
Target sequence (Q9Y5X4 whole entry, looked up, the tested form may be a part): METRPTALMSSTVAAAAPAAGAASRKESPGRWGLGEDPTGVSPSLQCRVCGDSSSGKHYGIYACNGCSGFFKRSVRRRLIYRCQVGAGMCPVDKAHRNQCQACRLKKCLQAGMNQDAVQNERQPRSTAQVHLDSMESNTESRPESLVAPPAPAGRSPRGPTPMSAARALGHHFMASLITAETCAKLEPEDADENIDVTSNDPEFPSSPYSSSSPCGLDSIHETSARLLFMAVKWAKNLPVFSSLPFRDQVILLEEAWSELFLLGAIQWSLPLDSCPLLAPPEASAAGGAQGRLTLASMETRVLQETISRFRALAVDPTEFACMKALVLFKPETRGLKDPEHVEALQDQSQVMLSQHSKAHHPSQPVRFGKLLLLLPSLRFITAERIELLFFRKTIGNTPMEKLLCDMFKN
TWEAK-Fn14 inh: inhibitors of TWEAK-Fn14 interaction signaling. TWEAK-stimulated Fn14 reporter cells, luciferase luminescence, 8 h. inhibition, % at 10 µM. 2% of 360,000 active. AID 1159606; in the data active = inhibition above about 50%
Peg3 promoter: inhibitors of Peg3 promoter; HeLa PEG-Prom luciferase reporter, luminescence, overnight; inhibition, % at 20 µM; 1.7% of 360,000 active; AID 588405;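 active = inhibition of at least 50% at 20 µM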
HIF-2a block: HIF-2a inhibition; 786-0 RCC cells HIF-2a reporter, luciferase luminescence, overnight; inhibition, % at 18.8 µM; 0.72% of 360,000 active;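 active = inhibition of the luminescence signal of 40% or more relative to plate controls, in a single-dose primary screen at 18.75 µM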
NR2E3 ag-2: agonists of human nuclear receptor NR2E3; Q9Y5X4; GST-NR2E3/biotin-RetCOR TR-FRET, 1536-well; inhibition of corepressor binding, % at 4.78 µM; 0.12% of 320,000 active; AID 2300;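 active = percent inhibition above the cutoff of mean plus 3 SD of all tested compounds, set per screening campaign, cut at about 20% in these data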;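 note: 0% = DMSO wells and 100% = biotin wells as full block of FRET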
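Assay system: NR2E3–RetCOR corepressor complex. Quantity: 1.35 nM GST-NR2E3. Buffer or medium: pH 7.5 Tris-based buffer. Reagent: biotinylated RetCOR corepressor at 7 nM final. Schedule: 5 h at 4 °C. Detection: TR-FRET, emission read at 617 and 671 nm. Replicates: one well per compound, singlicate testing.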
Shn3 inh set2: reduces Shn3 3'UTR luciferase signal in osteoblasts; AID 588674; 0.52% of 360,000 active; Clone20 osteoblast Shn3 3'UTR firefly luciferase, 24 h; inhibition, % at 12.5 µM;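 active = mean inhibition of at least 75% with every replicate also reaching 75%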;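 note: 0% = median of neutral control wells and 100% = pilot-screen positive control compound; some compounds past the cut are filed as inactive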
CF NFkB block: inhibitors of cystic fibrosis induced NF-kB. KKLEB NF-kB-GFP reporter, PAF-induced, GFP fluorescence overnight. 0.86% of 360,000 active. inhibition, % at 5 µM;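 active = at least 50% inhibition at 5 µM, scaled per plate between neutral and stimulator controls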;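 note: PAF is a Pseudomonas aeruginosa culture filtrate used as stimulus; plate controls were PAF-stimulated DMSO wells for no effect and unstimulated DMSO wells for full effect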
TRAIL sens C8: caspase-8 TRAIL sensitization; NB7+C8 cells + TRAIL, ATPlite viability luminescence; inhibition (viability loss, TRAIL sensitization), % at 10 µM; 1% of 360,000 active; AID 624354;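 active = compounds causing at least 50% loss of cell viability in the single-dose screen, relative to plate controls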
* hit, by the source's call.

`CN(CC(O)COCc1cccs1)C1CCCCC1` (stereo unspecified) gave TROY signal inh 2, MITF TRPM1 inh 3, KKLEB tox 2, NR2E3 ag-1 -20, TWEAK-Fn14 inh 5, Peg3 promoter 17, HIF-2a block -26, NR2E3 ag-2 0, Shn3 inh set2 -2, CF NFkB block -7 and TRAIL sens C8 0.
Screening NS(=O)(=O)c1ccc(NC(=S)Nc2ccc(F)c(F)c2)cc1 returned TROY signal inh 8, MITF TRPM1 inh 5, KKLEB tox 4, NR2E3 ag-1 2, TWEAK-Fn14 inh 1, Peg3 promoter 13, HIF-2a block 22, NR2E3 ag-2 -4, Shn3 inh set2 -16, CF NFkB block -2 and TRAIL sens C8 -3.
`CC(=O)Nc1ccc(-c2ccnc(-c3ccc(NC(C)=O)cc3)n2)cc1` gave TROY signal inh -15, MITF TRPM1 inh 2, KKLEB tox -7, NR2E3 ag-1 3, TWEAK-Fn14 inh 62*, Peg3 promoter -17, HIF-2a block -6, NR2E3 ag-2 0, Shn3 inh set2 16, CF NFkB block -22 and TRAIL sens C8 -6.
`CC(C)(C)c1cc(-c2ccccc2)no1` gave TROY signal inh -11, MITF TRPM1 inh 2, KKLEB tox 6, NR2E3 ag-1 -2, TWEAK-Fn14 inh 12, Peg3 promoter 2, HIF-2a block 21, NR2E3 ag-2 2, Shn3 inh set2 -18, CF NFkB block 2 and TRAIL sens C8 4.
Cc1nnc(SCC2CCCO2)n1-c1ccccc1 (stereo unspecified) was read as TROY signal inh 13, MITF TRPM1 inh 3, KKLEB tox 5, NR2E3 ag-1 1, TWEAK-Fn14 inh -5, Peg3 promoter -2, HIF-2a block 10, NR2E3 ag-2 1, Shn3 inh set2 -13, CF NFkB block -9 and TRAIL sens C8 3.
Screening O=c1[nH]c(=S)[nH]c2nccnc12 returned TROY signal inh 23, MITF TRPM1 inh 10, KKLEB tox -4, NR2E3 ag-1 -8, TWEAK-Fn14 inh 1, Peg3 promoter 12, HIF-2a block 6, Shn3 inh set2 -8, CF NFkB block -11 and TRAIL sens C8 2.
CCCCCCCCCCC[C@@H](C[C@@H]1OC(=O)[C@H]1CCCCCC)OC(=O)[C@H](CC(C)C)NC=O was read as TROY signal inh 16, MITF TRPM1 inh -8, KKLEB tox 22, NR2E3 ag-1 8, TWEAK-Fn14 inh 10, Peg3 promoter -2, HIF-2a block -17, NR2E3 ag-2 2, Shn3 inh set2 63, CF NFkB block 40 and TRAIL sens C8 9.
`Cc1ccc(OCc2cc(C(=O)NCCc3cccnc3)no2)cc1C` gave TROY signal inh -25, MITF TRPM1 inh -50, KKLEB tox 15, NR2E3 ag-1 -57, TWEAK-Fn14 inh 3, Peg3 promoter -187, HIF-2a block -125, NR2E3 ag-2 -1, Shn3 inh set2 -33, CF NFkB block -14 and TRAIL sens C8 2.
`Cc1cc(NC(=O)c2ccc(Cl)cc2)n(-c2ccccc2)n1` gave TROY signal inh 8, MITF TRPM1 inh -3, KKLEB tox -5, NR2E3 ag-1 -8, TWEAK-Fn14 inh -2, Peg3 promoter -4, HIF-2a block 6, NR2E3 ag-2 2, Shn3 inh set2 -6, CF NFkB block -3 and TRAIL sens C8 1.
`COc1ccccc1NC(=O)COC(=O)CCC(=O)c1cccs1` gave TROY signal inh -11, MITF TRPM1 inh 3, KKLEB tox 0, NR2E3 ag-1 -8, TWEAK-Fn14 inh 11, Peg3 promoter 0, HIF-2a block 21, Shn3 inh set2 3, CF NFkB block -8 and TRAIL sens C8 -6.
C=CCNC(=O)c1c(Br)cnn1-c1ccc(C)cc1 was read as TROY signal inh -49, MITF TRPM1 inh -31, KKLEB tox 1, NR2E3 ag-1 -124, TWEAK-Fn14 inh -8, Peg3 promoter -251, HIF-2a block -242, NR2E3 ag-2 5, Shn3 inh set2 -119, CF NFkB block 0 and TRAIL sens C8 39.
`COc1cc(Cl)c(C)cc1NC(=O)CSCC#N` gave TROY signal inh 8, MITF TRPM1 inh 11, KKLEB tox -2, NR2E3 ag-1 -2, TWEAK-Fn14 inh 19, Peg3 promoter 19, HIF-2a block 2, NR2E3 ag-2 -3, Shn3 inh set2 10, CF NFkB block -13 and TRAIL sens C8 14.

Four compounds from above, ordered by heavy-atom count, largest number first.
`Cc1ccc(OCc2cc(C(=O)NCCc3cccnc3)no2)cc1C` gave TROY signal inh -25, MITF TRPM1 inh -50, KKLEB tox 15, NR2E3 ag-1 -57, TWEAK-Fn14 inh 3, Peg3 promoter -187, HIF-2a block -125, NR2E3 ag-2 -1, Shn3 inh set2 -33, CF NFkB block -14 and TRAIL sens C8 2.
`COc1cc(Cl)c(C)cc1NC(=O)CSCC#N` gave TROY signal inh 8, MITF TRPM1 inh 11, KKLEB tox -2, NR2E3 ag-1 -2, TWEAK-Fn14 inh 19, Peg3 promoter 19, HIF-2a block 2, NR2E3 ag-2 -3, Shn3 inh set2 10, CF NFkB block -13 and TRAIL sens C8 14.
`CC(C)(C)c1cc(-c2ccccc2)no1` gave TROY signal inh -11, MITF TRPM1 inh 2, KKLEB tox 6, NR2E3 ag-1 -2, TWEAK-Fn14 inh 12, Peg3 promoter 2, HIF-2a block 21, NR2E3 ag-2 2, Shn3 inh set2 -18, CF NFkB block 2 and TRAIL sens C8 4.
Screening O=c1[nH]c(=S)[nH]c2nccnc12 returned TROY signal inh 23, MITF TRPM1 inh 10, KKLEB tox -4, NR2E3 ag-1 -8, TWEAK-Fn14 inh 1, Peg3 promoter 12, HIF-2a block 6, Shn3 inh set2 -8, CF NFkB block -11 and TRAIL sens C8 2.

Later entries
For NC(Cc1ccccc1)c1csc(Nc2ccc(C(=O)NCCO)cc2)n1 (stereo unspecified) the results were TROY signal inh 12, KKLEB tox -2, NR2E3 ag-1 -26, TWEAK-Fn14 inh 2, Peg3 promoter 12, HIF-2a block 6, Shn3 inh set2 -6, CF NFkB block 26 and TRAIL sens C8 1.
Screening Cn1c(SCC(=O)Nc2ccc(C(N)=O)cc2)nc2c(c1=O)SCC2 returned TROY signal inh -11, MITF TRPM1 inh -6, KKLEB tox -2, NR2E3 ag-1 -33, TWEAK-Fn14 inh 5, Peg3 promoter -5, HIF-2a block 3, NR2E3 ag-2 6, Shn3 inh set2 -17, CF NFkB block 21 and TRAIL sens C8 -16.
`COc1ccc(CC(=O)OCC(=O)N(C)C2CCS(=O)(=O)C2)cc1OC` (stereo unspecified) gave TROY signal inh -13, MITF TRPM1 inh 3, KKLEB tox 12, NR2E3 ag-1 -3, TWEAK-Fn14 inh -10, Peg3 promoter -30, HIF-2a block 9, NR2E3 ag-2 -2, Shn3 inh set2 2, CF NFkB block -8 and TRAIL sens C8 21.
COc1ccc(CCNC(=O)C2CCCN2C(=O)Nc2cccc(OC)c2)cc1 (stereo unspecified) was read as TROY signal inh 2, MITF TRPM1 inh 9, KKLEB tox 3, NR2E3 ag-1 -17, TWEAK-Fn14 inh 1, Peg3 promoter 9, HIF-2a block 16, NR2E3 ag-2 -1, Shn3 inh set2 9, CF NFkB block -13 and TRAIL sens C8 -1.
Screening Cc1ccc(NC(=O)N2CCN(Cc3ccc4c(c3)OCO4)CC2)cc1 returned TROY signal inh -6, MITF TRPM1 inh 9, KKLEB tox -28, NR2E3 ag-1 9, TWEAK-Fn14 inh -5, Peg3 promoter 6, HIF-2a block -16, NR2E3 ag-2 -2, Shn3 inh set2 -3, CF NFkB block 8 and TRAIL sens C8 1.
For O=C(NC1CCN(Cc2ccccc2)CC1)c1cccc(S(=O)(=O)Nc2ccc(F)cc2)c1 the results were TROY signal inh 18, MITF TRPM1 inh 23, KKLEB tox -1, NR2E3 ag-1 -5, TWEAK-Fn14 inh 23, Peg3 promoter -1, HIF-2a block 14, NR2E3 ag-2 1, Shn3 inh set2 57, CF NFkB block -4 and TRAIL sens C8 9.
COc1ccc(-c2nc3cnccn3c2NCc2ccccc2)cc1SC1CCCCC1 was read as TROY signal inh -5, MITF TRPM1 inh -3, KKLEB tox 4, NR2E3 ag-1 -53, TWEAK-Fn14 inh 6, Peg3 promoter 47, HIF-2a block 3, NR2E3 ag-2 2, Shn3 inh set2 24, CF NFkB block 0 and TRAIL sens C8 11.
COC(=O)c1cc(S(=O)(=O)N2CCCC2)c(Cl)cc1Cl was read as TROY signal inh 11, MITF TRPM1 inh 0, KKLEB tox -6, NR2E3 ag-1 -8, TWEAK-Fn14 inh -4, Peg3 promoter 16, HIF-2a block 24, NR2E3 ag-2 -6, Shn3 inh set2 7, CF NFkB block 14 and TRAIL sens C8 5.
`CC(C)C(=O)N1CCN(c2ccc([N+](=O)[O-])c(NC(C)c3ccccc3)c2)CC1` (stereo unspecified) gave TROY signal inh 17, MITF TRPM1 inh -1, KKLEB tox -5, NR2E3 ag-1 3, TWEAK-Fn14 inh 20, Peg3 promoter 21, HIF-2a block 24, NR2E3 ag-2 -1, Shn3 inh set2 24, CF NFkB block -2 and TRAIL sens C8 -4.
Screening CCc1nccn1CCC(=O)NC1CCCc2c1cnn2-c1ccc(F)cc1F (stereo unspecified) returned TROY signal inh 8, MITF TRPM1 inh 15, KKLEB tox 3, NR2E3 ag-1 -14, TWEAK-Fn14 inh 10, Peg3 promoter -2, HIF-2a block -3, NR2E3 ag-2 2, Shn3 inh set2 12, CF NFkB block 15 and TRAIL sens C8 -5.
Screening CCCN(CC(=O)Nc1ccccc1OC)C(=O)c1ccc2[nH]c3c(c2c1)CC(C)CC3 (stereo unspecified) returned TROY signal inh 7, MITF TRPM1 inh -2, KKLEB tox 11, NR2E3 ag-1 -20, TWEAK-Fn14 inh 10, Peg3 promoter 36, HIF-2a block -33, NR2E3 ag-2 2, Shn3 inh set2 17, CF NFkB block -20 and TRAIL sens C8 14.
`CCOC(=O)C1=CN(CC)S(=O)(=O)NC1c1ccccc1` (stereo unspecified) gave TROY signal inh -2, MITF TRPM1 inh 3, KKLEB tox 8, NR2E3 ag-1 -43, TWEAK-Fn14 inh 5, Peg3 promoter -6, HIF-2a block 4, Shn3 inh set2 4, CF NFkB block -24 and TRAIL sens C8 7.
For CN(C)c1ccc(-c2nn3c(-c4ccccc4Cl)nnc3s2)cc1 the results were TROY signal inh -3, MITF TRPM1 inh 28, KKLEB tox -35, NR2E3 ag-1 30, TWEAK-Fn14 inh -3, Peg3 promoter 9, HIF-2a block -17, NR2E3 ag-2 -2, Shn3 inh set2 3, CF NFkB block 54* and TRAIL sens C8 -3.
For CN(Cc1cccc2cnccc12)C(=O)c1cc(COc2ccc(F)cc2F)on1 the results were TROY signal inh 23, MITF TRPM1 inh -1, KKLEB tox 3, NR2E3 ag-1 72*, TWEAK-Fn14 inh 15, Peg3 promoter 15, HIF-2a block -12, Shn3 inh set2 80, CF NFkB block -17 and TRAIL sens C8 26.

Screens as filed in PubChem BioAssay.

The list is partial, so the mix of outcomes need not match the whole.
